Screening data from PubChem BioAssay.
ASK1 inh – ASK1 kinase inhibitors, primary screen, biochemical, AlphaScreen; Mitogen-activated protein kinase kinase kinase 5 (Homo sapiens), Q99683; AlphaScreen MKK6 phosphorylation by ASK1, luminescence; inhibition, % at 7.44 µM; actives 0.99% (n = 22,000); AID 1159602, 2016; in the data active = inhibition above about 35%;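 also: 0% = median of compound wells and 100% = no enzyme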
Target sequence (Q99683 whole entry, looked up): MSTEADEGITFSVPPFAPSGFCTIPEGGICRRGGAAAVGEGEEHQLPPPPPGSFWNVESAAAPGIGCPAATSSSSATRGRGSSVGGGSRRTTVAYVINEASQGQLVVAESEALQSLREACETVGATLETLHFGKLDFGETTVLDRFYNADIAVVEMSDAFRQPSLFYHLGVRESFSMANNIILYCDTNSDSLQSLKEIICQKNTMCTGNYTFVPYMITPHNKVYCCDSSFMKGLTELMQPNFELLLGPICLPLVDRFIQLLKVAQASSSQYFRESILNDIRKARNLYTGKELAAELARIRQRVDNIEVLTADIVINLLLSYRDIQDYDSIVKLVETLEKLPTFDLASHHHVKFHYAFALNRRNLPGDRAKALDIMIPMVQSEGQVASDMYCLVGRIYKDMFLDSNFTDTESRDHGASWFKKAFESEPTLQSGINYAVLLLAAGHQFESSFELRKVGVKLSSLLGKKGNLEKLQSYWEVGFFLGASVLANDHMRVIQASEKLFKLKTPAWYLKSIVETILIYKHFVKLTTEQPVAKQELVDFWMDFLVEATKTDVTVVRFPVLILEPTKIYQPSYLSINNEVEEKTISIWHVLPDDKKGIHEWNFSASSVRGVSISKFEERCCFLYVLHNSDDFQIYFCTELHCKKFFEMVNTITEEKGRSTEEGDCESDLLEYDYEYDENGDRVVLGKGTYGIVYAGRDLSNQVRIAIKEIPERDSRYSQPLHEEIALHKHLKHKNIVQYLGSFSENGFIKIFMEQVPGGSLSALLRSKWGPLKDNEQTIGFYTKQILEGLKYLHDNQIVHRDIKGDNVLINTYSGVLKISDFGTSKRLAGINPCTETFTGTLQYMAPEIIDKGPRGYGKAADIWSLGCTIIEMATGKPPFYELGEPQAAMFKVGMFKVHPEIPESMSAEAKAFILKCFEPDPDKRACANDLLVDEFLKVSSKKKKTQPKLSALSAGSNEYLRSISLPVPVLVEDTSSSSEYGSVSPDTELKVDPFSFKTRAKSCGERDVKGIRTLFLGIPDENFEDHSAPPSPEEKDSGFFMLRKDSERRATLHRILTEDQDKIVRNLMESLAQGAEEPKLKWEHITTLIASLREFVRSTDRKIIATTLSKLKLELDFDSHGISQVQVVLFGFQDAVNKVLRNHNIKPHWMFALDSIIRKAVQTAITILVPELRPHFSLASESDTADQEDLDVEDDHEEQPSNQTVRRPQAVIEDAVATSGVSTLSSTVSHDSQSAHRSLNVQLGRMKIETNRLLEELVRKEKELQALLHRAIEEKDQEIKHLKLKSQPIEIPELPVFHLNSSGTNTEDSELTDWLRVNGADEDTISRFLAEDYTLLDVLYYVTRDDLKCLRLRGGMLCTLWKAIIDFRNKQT
ULK1 inh – ULK1 kinase inhibitors, primary screen, biochemical, AlphaScreen. inhibition, % at 5.96 µM. AlphaScreen Atg13 phosphorylation by ULK1, luminescence. AID 1259251, 2017. actives 1.9% (n = 30,000); in the data active = inhibition above about 43%;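 also: 0% = median of compound wells and 100% = no enzyme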
Active calls of the source: *; . = no result given.

ASK1 inh	ULK1 inh	SMILES
2	-26	O=C(NCCc1ccc(O)cc1)c1ccc2nc(Nc3ccc(C(F)(F)F)cc3)sc2c1
-9	-7	COc1cc2nc(-c3cccc(C)c3)nc(NCCCN3CCOCC3)c2cc1OC
-6	4	O=C(NCc1cccnc1)c1ccc2nc(N3CCN(c4ccccn4)CC3)sc2c1
-11	3	CC(=O)Nc1ccc(Nc2nc(Nc3ccncc3)nc3c2ncn3C2CCCCC2)cc1
11	3	O=C(NCc1cccnc1)c1cnc(Nc2ccc(C(F)(F)F)cc2)s1
8	-32	COc1ccc(-c2nc3ncnc(Nc4ccc(NC(C)=O)cc4)c3[nH]2)cc1
-8	11	COc1ccc(-c2cc(Nc3ccc(N4CCOCC4)cc3)ncn2)cc1
.	1	Cc1ccc(Nc2nc(C(=O)N3CCC(C(=O)NC4CCCC4)CC3)cs2)cc1
-9	-5	COc1ccccc1CNC(=O)Nc1ccc(-c2cn[nH]c2)cc1OCCN1CCOCC1
11	27	c1ccc(Nc2nc(Nc3ccc(N4CCOCC4)cc3)c3ncn(-c4ccsc4)c3n2)nc1
.	-3	CCOc1ccc(C(=O)Nc2cc(C)nn2-c2nc(C)cc(=O)[nH]2)cc1OCC
-3	10	CC(C)N(CCNC(=O)c1csc(Nc2ccc(N3CCOCC3)cc2)n1)C(C)C
-7	-12	Cc1ccc(-c2ncn(-c3ccc(Nc4nccc(-c5cc(N6CCOCC6)cc(S(C)(=O)=O)c5)n4)cc3)n2)cn1
-16	-17	c1ccc(-c2ncn(-c3ccc(Nc4nccc(-c5cccc(N6CCOCC6)c5)n4)cc3)n2)nc1
15	-5	COc1cc2nc(Nc3cc(OC)c(OC)c(OC)c3)nc(NC3CC3)c2cc1OC
6	3	O=C1CCCN1CCCNc1nc(Nc2cccnc2)nc2c1ncn2CCN1CCCC1=O
-8	-20	CCN(CC)C(=O)C1CCCN(c2nc3ncnc(NCCOc4ccccc4)c3[nH]2)C1 (configuration not stated)
6	34	CC(C)n1cnc2c(N)nc(Nc3ccc(-n4ccnc4)cc3)nc21
15	1	COc1cc(NC(=O)c2ccnc(Cl)c2)cc(OC)c1OC
-10	0	O=C(NCc1cn(-c2ccncc2)nn1)c1cccc(Br)c1
-4	-4	CCNc1nc(C)cc(NCCCN2CCCC2=O)n1
-10	3	CC(C)N(CCNC(=O)c1cccc(Nc2ccc3ncccc3c2)c1)C(C)C
-2	1	Nc1cc(NCc2ccccc2)ncn1
13	-5	COc1ccc(CCNc2nc(N3CCCC3CO)nc3c2ncn3C2CCCCC2)cc1 (configuration not stated)
.	14	O=C(NNc1ccc([N+](=O)[O-])cc1)C1C2CCCCC21 (configuration not stated)
.	11	COC(=O)c1ccc(/C=C2\C(=O)NN(c3cccc(C(F)(F)F)c3)C2=O)cc1
.	5	CC(CN(C)C)C(C)(O)Cc1ccc(Cl)cc1 (configuration not stated)
14	11	CC(C)NC(=O)c1ccc2c(c1)CC(c1nc3ccc(-c4ccnc(N)n4)cc3[nH]1)CO2 (configuration not stated)
-23	8	COc1ccc(-c2nc(Nc3ccccc3)c3ncn(C(C)C)c3n2)cc1
.	1	O=C(CC(=O)N/N=C/c1ccccc1C(F)(F)F)NCCc1ccccc1
-2	-17	CCN(CC)c1nc(NCc2cccc(C(F)(F)F)c2)nc(Nc2ccccc2)n1
.	6	Cc1ccccc1NS(=O)(=O)c1cc([N+](=O)[O-])c(C)c([N+](=O)[O-])c1
.	-31	Cc1ncc([N+](=O)[O-])n1C
.	-1	CC(C)(C)CC(C)(C)c1ccc(O)c(Cc2ccc(Cl)cc2Cl)c1
-11	-17	COc1cc2nc(Oc3ccccc3)nc(Nc3ccc4c(c3)OCO4)c2cc1OC
-1	24	Nc1nc(Nc2ccncn2)nc2c1ncn2-c1ccsc1
7	-30	c1ccc(Oc2ccc(Nc3ccnc(N4CCOCC4)n3)cc2)cc1
0	-9	FC(F)(F)c1ccc(Cn2cnc3c(NCc4cccnc4)nc(NCc4cccnc4)nc32)cc1
-1	-3	CCCNc1ncnc2nc(-c3c(C)noc3C)[nH]c12
.	-9	CCN(CC)S(=O)(=O)c1c(C)nn(C(=O)COc2ccc(C)cc2C)c1C
0	-22	CC(=O)Nc1ccc(Nc2ccnc(Nc3ccc(-n4ccnc4)cc3)n2)cc1
11	10	Cc1ncn(-c2ccc(Nc3cc(-c4nocc4C)ccn3)cc2)n1
4	9	CCCNc1cc(-c2c(C)nn(C)c2C)nc(N)n1
16	4	COc1ccc2c(c1)CC(c1nc3ccc(-c4cn[nH]c4)cc3s1)CO2 (configuration not stated)
.	-1	COc1ccc(NS(=O)(=O)c2ccc(N)cc2)nn1
34	45*	Cc1nc(C)n(-c2ccc(Nc3nccc(-c4cc(F)cc(-c5cnoc5)c4)n3)cc2)n1
-13	-7	CCN(CC)c1nc(Nc2ccccc2)nc(Oc2ccccc2)n1
14	-2	COc1cc(Nc2cc(C)nc(Nc3ccnn3C)n2)cc(OC)c1OC
.	4	O=C(CCCN1CCN2CCCC2C1)c1ccc(F)cc1 (configuration not stated)
.	89*	O=Cc1ccc(O)c(O)c1O
5	-18	CC(C)N(CCNc1nc(N2CCN(Cc3ccc4c(c3)OCO4)CC2)nc2c1ncn2Cc1ccc(C(F)(F)F)cc1)C(C)C
15	5	COc1ccc(-c2ncc(C(N)=O)s2)cn1
11	5	CC(C)n1cnc2c(NCCc3ccc(O)cc3)nc(N3CCC(N4CCOCC4)CC3)nc21
.	-9	Cc1nc(-c2ccncc2)cc(N2CCN(c3ccccn3)CC2)n1
6	-44	O=C(NCc1cccc(C(F)(F)F)c1)c1ccnc(Nc2ccc3ncccc3c2)c1
0	1	O=C(NCCCN1CCCC1=O)c1cncc(-c2ccccc2)c1
12	14	COc1cc(Nc2ccnc(Nc3cccnc3)n2)cc(OC)c1OC
5	-2	Cc1cc(N)nc(N2CCN(Cc3ccc4c(c3)OCO4)CC2)n1
-12	-3	Cc1nc(C)n(-c2ccc(Nc3nccc(N(CCO)Cc4ccccc4)n3)cc2)n1
.	-7	NS(=O)(=O)c1cc2c(cc1Cl)NC(CSCc1ccccc1)=NS2(=O)=O

Rewritten tab-delimited: 5 of the compounds above
structure	ASK1 inh	ULK1 inh
COc1ccc(-c2cc(Nc3ccc(N4CCOCC4)cc3)ncn2)cc1	-8	11
O=C(NCCc1ccc(O)cc1)c1ccc2nc(Nc3ccc(C(F)(F)F)cc3)sc2c1	2	-26
CCN(CC)C(=O)C1CCCN(c2nc3ncnc(NCCOc4ccccc4)c3[nH]2)C1 (configuration not stated)	-8	-20
CC(C)NC(=O)c1ccc2c(c1)CC(c1nc3ccc(-c4ccnc(N)n4)cc3[nH]1)CO2 (configuration not stated)	14	11
CC(C)N(CCNc1nc(N2CCN(Cc3ccc4c(c3)OCO4)CC2)nc2c1ncn2Cc1ccc(C(F)(F)F)cc1)C(C)C	5	-18

Carrying on:
ASK1 inh	ULK1 inh	SMILES
-7	-6	CN(C)CCN(Cc1ccccc1)C(=O)[C@@H](N)Cc1ccc(-c2cn[nH]c2)cc1
6	19	O=C(NCc1nc2ccccc2[nH]1)c1cccc(Nc2ccc(N3CCOCC3)cc2)n1
6	0	COc1ccc(CCNc2nc(-c3ccc(C(=O)N4CCN(C)CC4)cc3)nc3c2ncn3C2CCCCC2)cc1
4	19	COc1cc(NC(=O)C2CCN(c3ccc(Nc4cccc(N(C)C)c4)nn3)CC2)cc(OC)c1OC
-7	-2	CN1CCN(C(=O)c2ccc(-c3cncc(C(=O)NCCOc4ccccc4)c3)cc2)CC1
-10	5	O=C(NCCOc1ccccc1)c1ccc2nc(NCc3ccc4c(c3)OCO4)sc2c1
2	5	O=C(Cc1ccccc1)Nc1cnn(-c2cccc(C(=O)Nc3ccc(N4CCOCC4)cc3)c2F)c1
5	-55	FC(F)(F)c1ccc(Cn2cnc3c(NCc4nc5ccccc5[nH]4)nc(-c4csc5ccccc45)nc32)cc1
4	8	COc1cc(Nc2nc(NCCN3CCOCC3)ncc2C)cc(OC)c1OC
-15	-12	COc1ccc(-c2cccc(C(=O)NCc3cccc(C(F)(F)F)c3)n2)cn1
4	-15	O=C1CCCN1CCCNc1cc(Nc2ccc(Oc3ccccc3)cc2)ncn1
.	7	CCN(CC)c1ncc(-c2ccc(F)cc2)cn1
17	-18	CC(=O)Nc1ccc(Nc2ccnc(N3CCN(Cc4ccc5c(c4)OCO5)CC3)n2)cc1
.	-13	CCSc1ccc2c(c1)N(CCCN1CCN(C)CC1)c1ccccc1S2
.	6	c1cncc(-c2cc(N3CCOCC3)nc(-c3ccncc3)n2)c1
12	12	c1cncc(CNc2nc(Nc3ccc(N4CCOCC4)cc3)c3[nH]cnc3n2)c1
9	12	CC(=O)Nc1ccc(NC(=O)c2csc(N3CCN(Cc4ccc5c(c4)OCO5)CC3)n2)cc1
.	14	O=C(Cn1c(=O)n(Cc2ccc3c(c2)OCO3)c(=O)c2ncccc21)N1CCc2ccccc21
7	4	FC(F)(F)c1cccc(CNc2cc(NC3CCN(Cc4ccccc4)CC3)ncn2)c1
-23	1	O=C(C(O)c1ccc(Cl)cc1)N1CCC(Nc2ccc3[nH]ncc3c2)CC1 (configuration not stated)
-4	-7	O=C(NCCCN1CCCC1=O)c1ccc2nc(NCCN3CCOCC3)sc2c1
3	-1	c1ccc(CN2CCC(Nc3cc(NCc4ccc5c(c4)OCO5)ncn3)CC2)cc1
-14	1	Nc1nc(Nc2ccccc2)cc(N2CCCC2CO)n1 (configuration not stated)
.	-5	O=C1CCCN1c1ccc(S(=O)(=O)Oc2ccc(Cl)cc2)cc1[N+](=O)[O-]
-16	2	COc1ccc(CCNC(=O)C2CCN(c3ccc(NCc4cccnc4)nn3)CC2)cc1
.	-16	COc1cccc(C(=O)c2oc3ccc(NC(=O)c4cccnc4)cc3c2C)c1
.	10	Cc1nnc(C(C)C)n1C1C[C@H]2CC[C@@H](C1)N2CC[C@H](NC(=O)C1CCC(F)(F)CC1)c1ccccc1 (some centres not stated)
.	-16	CCCCC(=O)N1CCN(c2nc(C)cc(Nc3ccc(OC)cc3)n2)CC1
.	17	CC1(C)C2CC[C@]3(C)C(C(=O)C=C4[C@@H]5C[C@@](C)(C(=O)O)CC[C@]5(C)CC[C@]43C)[C@@]2(C)CC[C@@H]1OC(=O)CCC(=O)O (some centres not stated)
11	-9	FC(F)(F)c1ccc(Nc2nc(NC3CCN(Cc4ccccc4)CC3)c3ncn(-c4ccsc4)c3n2)cc1
.	1	Cc1nc(C(F)(F)F)c(C(=O)Nc2ccc(Cl)cc2)s1
.	-7	c1ccc(-c2nc(-c3cccnc3)cc(N3CCC4(CC3)OCCO4)n2)cc1
.	5	O=C1NC(=Nc2ccccc2)SC1Cc1ccccc1[N+](=O)[O-] (configuration not stated)
-4	-1	Cc1cc(NCCN2CCOCC2)nc(-c2cccc(N)c2)n1
-20	-67	O=C(NC1CCN(Cc2ccccc2)CC1)c1ccc2nc(-c3ccc(N4CCOCC4)nc3)sc2c1
-26	39	Nc1nc(Nc2ccc(-n3ccnc3)cc2)nc2nc[nH]c12

By substructure, the compounds so far containing a nitro group on carbon
ASK1 inh	ULK1 inh	SMILES
.	14	O=C(NNc1ccc([N+](=O)[O-])cc1)C1C2CCCCC21 (configuration not stated)
.	6	Cc1ccccc1NS(=O)(=O)c1cc([N+](=O)[O-])c(C)c([N+](=O)[O-])c1
.	-31	Cc1ncc([N+](=O)[O-])n1C
.	-5	O=C1CCCN1c1ccc(S(=O)(=O)Oc2ccc(Cl)cc2)cc1[N+](=O)[O-]
.	5	O=C1NC(=Nc2ccccc2)SC1Cc1ccccc1[N+](=O)[O-] (configuration not stated)

(next part)
ASK1 inh	ULK1 inh	SMILES
.	11	O=C(COc1ccc([N+](=O)[O-])cc1Br)N/N=C/c1ccc(Cl)cc1
-18	-4	O=C(NC1CC1)c1ccc(-c2nc(Nc3ccc(Oc4ccccc4)cc3)c3ncn(Cc4ccc(C(F)(F)F)cc4)c3n2)cc1
-17	-3	O=C(Nc1ccc(N2CCOCC2)cc1)c1cccc(-n2cc(CO)cn2)c1
5	-5	N#Cc1cc(-c2ccnc(Nc3ccc(N4CCCCC4)cc3)n2)cc(N2CCOCC2)c1
1	-3	COc1ccc(-c2cc(Nc3ccccc3)ncn2)cc1
.	-2	CCC(C)(Oc1ccc(C2(c3ccc(OC(C)(CC)C(=O)O)cc3)CCCCC2)cc1)C(=O)O (configuration not stated)
.	6	O=C(CSc1n[nH]c(-c2cccnc2)n1)Nc1ccc(Br)cc1
-14	37	O=C(Nc1ccc(N2CCOCC2)cc1)c1csc(NCc2cccnc2)n1
-4	-12	CN1CCN(C(=O)c2ccc(-c3nc(Nc4ccc(Oc5ccccc5)cc4)c4ncn(CCN5CCCC5=O)c4n3)cc2)CC1
2	1	CC(C)n1c(Nc2cccc(N(C)C)c2)nc2c(NCCO)ncnc21
6	-6	CCNc1cc(C(=O)NCCc2ccc(OC)cc2)c2ccccc2n1
-3	7	CN1CCN(C(=O)c2ccc(-c3nc4ncnc(NCc5nc6ccccc6[nH]5)c4[nH]3)cc2)CC1
8	13	c1ccc(CN2CCC(Nc3ncnc4nc(Nc5ccc6ncccc6c5)[nH]c34)CC2)cc1
.	7	Cc1nc(C(F)(F)F)c(C(=O)NCc2ccc(Cl)cc2)s1
-10	4	O=C(NCc1ccccc1)c1cccc(N2CCN(Cc3ccc4c(c3)OCO4)CC2)n1
9	1	FC(F)(F)c1cccc(CNc2ncnc3nc(Nc4cnccn4)[nH]c23)c1
21	-8	c1ccc2c(-c3cc(Nc4ccc(N5CCOCC5)cc4)ncn3)csc2c1
-9	5	O=C(NCc1ccccc1)c1ccc2nc(NCc3cccnc3)sc2c1
.	78*	Cc1[nH]cnc1CN1CCc2c(c3ccccc3n2C)C1=O
11	-24	COc1ccc(-c2ncc(C)c(Nc3ccccc3)n2)cn1
-11	15	CC(C)N(CCNC(=O)c1ccc2nc(-c3ccc(N4CCN(C)CC4)cc3)sc2c1)C(C)C
30	9	CCNc1nc(C)cc(Nc2ccc(N3CCOCC3)cc2)n1
.	-3	CC1CCCC(C)N1 (configuration not stated)
8	-1	COc1cc2nc(Nc3nc4ccccc4n3C)nc(NCc3ccccc3)c2cc1OC
